Pf growth 48h: inhibits P. falciparum growth in the first generation, 48 h | AID 504832 | P. falciparum luciferase growth in erythrocytes, 48 h | actives 5.9% (n = 310,000) | Potency, µM (doses to about 28.7 µM), inactives show at the highest dose activity change, negative = inhibition, actives largely listed as inhibitors; note: potency is the fitted concentration of half-maximal effect; % is set by controls: 0 for no effect and ±100 for the full control effect
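Firefly luciferase activity from engineered P. falciparum reports growth; inhibitors lower the luminescent signal. Cultures contained 2% hematocrit erythrocytes at 0.1% final parasitemia.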
HCV inhibitor: blocks hepatitis C virus | Huh7.5.1 HCVcc-Cre infection, luciferase reporter, 44 h | AID 651820 | Potency, µM (top dose mostly 41.8 µM), for inactives: at the top dose activity change, negative = inhibition, usual class: inhibitors | actives 3.4% (n = 340,000); note: potency is the fitted concentration of half-maximal effect; % is set by controls: 0 for no effect and ±100 for the full control effect
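Infectious HCVcc-Cre (~0.5 moi) was added to cells just after compound, with cells seeded 4 h earlier at 1,000 per well. Luciferase activity after 44 h culture reported infection; substrate was incubated 15 min at room temperature before reading.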
Giardia FBPA inh: Giardia lamblia aldolase inhibition. Potency, µM (series often up to 59.6 µM), without a hit: top-dose activity, negative = inhibition, actives largely listed as inhibitors. purified Giardia FBPA. actives 0.71% (n = 290,000); note: potency is the fitted concentration of half-maximal effect; % is set by controls: 0 for no effect and ±100 for the full control effect; nearly all actives have a fitted effect of over 55% in size
Target sequence (A8B2U2 whole entry, looked up): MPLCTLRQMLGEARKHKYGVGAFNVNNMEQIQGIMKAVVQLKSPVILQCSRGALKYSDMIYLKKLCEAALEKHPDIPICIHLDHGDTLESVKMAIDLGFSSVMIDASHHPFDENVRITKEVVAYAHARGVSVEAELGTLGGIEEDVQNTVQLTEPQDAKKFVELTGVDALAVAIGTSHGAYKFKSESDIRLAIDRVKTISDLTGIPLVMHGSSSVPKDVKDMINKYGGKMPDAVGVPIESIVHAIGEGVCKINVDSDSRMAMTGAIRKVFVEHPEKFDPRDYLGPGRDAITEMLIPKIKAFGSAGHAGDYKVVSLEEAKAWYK
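Giardia FBPA (40 nM reagent) was preincubated 10 min at RT with compound (up to 57.5 uM final), then substrate plus GAPDH/TPI/NAD/arsenate coupling system with diaphorase/resazurin was added; resorufin fluorescence (525/598 nm) was read after 20 min.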
Cycloheximide cs: counter-screen hit for Shiga toxin inhibitors, cycloheximide; actives 12% (n = 300,000); cell reporter, cycloheximide protein synthesis inhibition counterscreen; max response, %; in the data active = max response mostly above about 13%, no sharp cut-off; inactive = mostly below about 14%; note: read at 38.3 µM for the half of the compounds with a filed dose; 0% is about no effect
Pf growth 96h: P. falciparum growth inhibition at 96 hours; actives 6.9% (n = 320,000); P. falciparum luciferase reporter growth, 96 h; Potency, µM (top dose mostly 28.7 µM), inactives show top-dose activity change, negative = inhibition, actives largely listed as inhibitors; note: potency is the fitted concentration of half-maximal effect; % is set by controls: 0 for no effect and ±100 for the full control effect
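Compounds incubated with erythrocytes infected by luciferase-expressing P. falciparum (2% hematocrit, 0.05% parasitemia final) for 96 hours, 37 C in 5% CO2. Growth inhibition scored as decreased luciferase luminescence.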
Shiga inhibitor: inhibitors of Shiga toxin in Vero cells | Vero cells, Shiga toxin protein synthesis inhibition reporter | inhibition, % at 38.7 µM | actives 9.2% (n = 290,000) | AID 2315; in the data active = inhibition mostly above about 28%, no sharp cut-off; inactive = mostly below about 43%; note: 0% is about no effect
The depositor's hits bear a star; u = inconclusive; x = no result given; & = joins results of further samples; [ ] = dose if it differs, or a comment. Unless noted, calls come from the whole dose curve; as a rule, active = well fitted curve in the direction sought with a large enough effect; inconclusive = small, poorly fitted or top-dose-only effect, or another doubt; inactive = no such curve, though single readings can be large; an effect the other way counts as inactive or inconclusive.

SMILES | Pf growth 48h | HCV inhibitor | Giardia FBPA inh | Cycloheximide cs | Pf growth 96h | Shiga inhibitor
Cc1ccc(-c2nnc(Nc3ccc4c(c3)nc(C)n4C)c3ccccc23)cc1 | u | u | 0% | 8 | u | -14
CCN(CC)Cc1cc(C(C)=O)ccc1OCC(C)C | 12% | -22% | 12% | 4 | 5% | -18
CCN1N=C(c2ccccc2)Cn2c1nc1ccccc12 | x | u | -16% | 9 | 6.6µM* | 1
CC1(C)CC2CC(C)(CN2C(=O)COC(=O)c2ccc(Cl)c(N)c2)C1 (stereo not drawn) | x | -18% | -1% | -6 | 17% | -8
Cc1cc(=O)oc2cc(OCC(=O)NC3CCN(Cc4ccccc4)CC3)ccc12 | u | u | -6% | 8 | -25% | -7
CCOc1nc(-c2ccc(Cl)cc2Cl)ccc1C#N | -15% | 8% | -6% | -3 | -5% | -6
Cc1ccc(NC(NC(=O)c2ccccn2)C(Cl)(Cl)Cl)cc1 (stereo not drawn) | u | -20% | -2% | -3 | u | 9
Cn1cc(CCC(=O)N2CCCC(CCC(=O)NCc3ccccc3F)C2)cn1 (stereo not drawn) | 10% | 24% | -2% | 3 | u | 18
Cc1ccc(OCCCC(=O)Nc2nncs2)cc1 | u | -3% | 6% | 3 | u | -13
Nc1nn2cc(-c3ccc(Br)cc3)nc2c2ccccc12 | -38% | u | -5% | 62* | 80%[activator] | 125*
COc1ccc2oc3cc(C)[n+]([O-])c(-c4ccc(C)cc4)c3c2c1 | -20% | u | 0% | -2 | -21% | -9
Cc1cc(Cl)c2oc(C(=O)N(C)CCc3cnn(C)c3)c(C)c2c1 | -1% | u | 3% | 8 | 10µM* | -1
O=C(NCCc1ccc2c(c1)OCCO2)c1cccc(F)c1 | 58%[activator] | u | 0% | 51* | -76% | 43*
CCCC(C(=O)NCc1ccc(OC)cc1)N(Cc1ccco1)C(=O)c1snc(C(N)=O)c1N (stereo not drawn) | x | -21% | -2% | -3 | 2% | -25
O=C(O)CSc1nnc(COc2cccc3ccccc23)o1 | -16% | -1% | 24% | -1 | u | 3
COc1cccc(C2C(C#N)=C(N)Oc3cc(N)ccc32)c1OC (stereo not drawn) | 10% | -1% | -14% | -3 | -1% | -5
O=C(CNC(=O)c1ccc(S(=O)(=O)N2CCCCC2)cc1)N/N=C/c1ccco1 | u | 7% | 2% | -2 | 29% | -11
CCOC(=O)C(C(C)=O)C(c1ccc(OC)cc1)C(C(C)=O)C(=O)OCC (stereo not drawn) | -12% | 1% | 5% | -2 | 94%[activator] | -10
Cc1ccc2c(c1)-c1c(ssc1=S)C(C)(C)N2C(=O)CSc1nncn1C | u | 10µM* | -9% | -2 | 5% | -20
COc1ccc(CNC(=O)Nc2cc(C)cc(C)c2)cc1 | 6% | -4% | 1% | 24* | 8% | 48*

The closing 2 compounds of the section above open the next one:
SMILES | Pf growth 48h | HCV inhibitor | Giardia FBPA inh | Cycloheximide cs | Pf growth 96h | Shiga inhibitor
Cc1ccc2c(c1)-c1c(ssc1=S)C(C)(C)N2C(=O)CSc1nncn1C | u | 10µM* | -9% | -2 | 5% | -20
COc1ccc(CNC(=O)Nc2cc(C)cc(C)c2)cc1 | 6% | -4% | 1% | 24* | 8% | 48*
Nc1nc(SCC(=O)O)[nH]c(=O)c1NC(=O)c1ccco1 | 4% | 25% | u | -1 | 36%[activator] | -4
Fc1ccc(C2=CC(c3ccco3)n3ncnc3N2)cc1 (stereo not drawn) | 15% | 26% | -16% | -2 | 358%[activator] | -6
O=C(CN1CCCCC1)Nc1c2c(nc3ccccc13)N(c1ccccc1)CC2 | -10% | u | u | -4 | u | -8
CC(C)C(=O)Nc1ncc(Cc2ccc(Cl)cc2)s1 | -15% | -17% | 4% | -3 | -18% | 22
NS(=O)(=O)c1ccc(CCNC(=O)c2cc(-c3ccc(Br)cc3)nc3ccccc23)cc1 | u | u | 1% | 8 | u | 21
Cc1cccc(Nc2ncnc3ccccc23)c1 | 64%[activator] | -13% | -20% | 34* | -20% | 30
Cc1ccc(NC(=O)c2ccccc2)cc1-n1cnnn1 | u | 10% | -29% | -4 | u | 9
O=C(NN=C1CCCCCCC1)c1ccccn1 | 59%[activator] | 9% | u | 23* | 185%[activator] | 39
CC(C)C[C@H](NC(=O)[C@@H](O)[C@H](N)Cc1ccccc1)C(=O)O | 0.76µM* | x | -3%&-9% | x | 0.67µM* | x
Cc1cc(OC(=O)c2cc(Cl)nc3ccccc23)ccc1Cl | x | 18% | -1% | -3 | 21% | 35

In the list so far, two have bromine.
SMILES | Pf growth 48h | HCV inhibitor | Giardia FBPA inh | Cycloheximide cs | Pf growth 96h | Shiga inhibitor
Nc1nn2cc(-c3ccc(Br)cc3)nc2c2ccccc12 | -38% | u | -5% | 62* | 80%[activator] | 125*
NS(=O)(=O)c1ccc(CCNC(=O)c2cc(-c3ccc(Br)cc3)nc3ccccc23)cc1 | u | u | 1% | 8 | u | 21

Next part:
SMILES | Pf growth 48h | HCV inhibitor | Giardia FBPA inh | Cycloheximide cs | Pf growth 96h | Shiga inhibitor
COc1ccc(NC(=O)c2ccc3c(c2)C(=O)N(Cc2cccnc2)C3=O)c(OC)c1 | 13% | 12% | 0% | -2 | 0% | -5
CS(=O)(=O)N1CCC(C(=O)NCc2ccco2)CC1 | 29% | 18% | 6% | 0 | 19% | -13
CCOC(=O)COc1ccccc1C(=O)c1cnn(-c2ccccc2)c1 | x | -28% | -4% | 59* | 41%[activator] | 111*
COCc1cc(C)nc(SCC(=O)Nc2nc(C)cs2)c1C#N | 41%[activator] | -7% | -1% | 24* | u | 49
COc1cc(OC)c(OC)cc1/C=N/NC(=S)NCCN1CCOCC1 | -24% | 12% | u | 7 | 51%[activator] | 5
CC(=O)N1c2ccc(S(=O)(=O)N3CCCC3)cc2CC1C(=O)NCc1ccc(N(C)C)cc1 (stereo not drawn) | -13% | 2% | x | -5 | 6.6µM* | 9
COc1ccccc1NC(=O)c1ccc(CN2CCOCC2)cc1 | 43%[activator] | -2% | -3% | 10 | u | 13
CN1CCN(C(=O)c2ccc3c(c2)N(Cc2ccc(F)cc2)C(=O)c2ccccc2S3=O)CC1 (stereo not drawn) | u | -25% | 3% | 1 | 48%[activator] | -8

One compound at a time, from the list above:
CC(=O)N1c2ccc(S(=O)(=O)N3CCCC3)cc2CC1C(=O)NCc1ccc(N(C)C)cc1 (stereo not drawn) is listed as Pf growth 48h = -13%; HCV inhibitor = 2%; Giardia FBPA inh = x; Cycloheximide cs = -5; Pf growth 96h = 6.6µM*; Shiga inhibitor = 9
CCOC(=O)COc1ccccc1C(=O)c1cnn(-c2ccccc2)c1 is listed as Pf growth 48h = x; HCV inhibitor = -28%; Giardia FBPA inh = -4%; Cycloheximide cs = 59*; Pf growth 96h = 41%[activator]; Shiga inhibitor = 111*
CS(=O)(=O)N1CCC(C(=O)NCc2ccco2)CC1 is listed as Pf growth 48h = 29%; HCV inhibitor = 18%; Giardia FBPA inh = 6%; Cycloheximide cs = 0; Pf growth 96h = 19%; Shiga inhibitor = -13
